Screening data (PubChem)
HRas wt GTP bind – human HRas wildtype GTP binding, change in either direction; AID 759; P01112; 190,000 compounds, 0.14% hits; GTP binding activity, % at 10 µM; GST-Ras wt beads, Bodipy-FL-GTP binding, flow cytometry; actives lie on both sides;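 active means GTP binding activity at least 20% away from the 100% baseline, either lowered as inhibitor or raised as activator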;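 further: 0% = unlabeled GTP competition control and 100% = no-compound control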
Target sequence (P01112 whole entry, looked up): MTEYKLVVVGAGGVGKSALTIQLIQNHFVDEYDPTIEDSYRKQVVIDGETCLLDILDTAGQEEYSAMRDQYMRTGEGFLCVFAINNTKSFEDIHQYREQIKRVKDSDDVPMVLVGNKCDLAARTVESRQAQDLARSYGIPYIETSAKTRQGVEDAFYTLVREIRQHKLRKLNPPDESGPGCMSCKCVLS
GSH fluor – GSH bead compound fluorescence profile; GSH beads flow cytometry, compound fluorescence 488/530 nm; active compounds read high; fluorescence (KMESF) at 10 µM; 190,000 compounds, 0.25% hits; AID 1776; in the data active means fluorescence above about 89;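 further: glutathione beads carrying GST-tagged Bcl family fusion proteins plus one bare bead set; values are compound well signal with DMSO vehicle wells as background; inactives centre near 16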
Pf gametocyte – P. falciparum stage V gametocyte viability inhibition. P. falciparum stage V gametocytes, ATP luminescence, 24 h. inhibition, % at 10.9 µM. 150,000 compounds, 0.065% hits. AID 743093;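 active means inhibition above the mean plus 3 SD of compounds within the control limits, set per campaign, cut at about 38% in these data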;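 further: 0% = DMSO wells and 100% = medium only without gametocytes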
Rac1 wt modul – alters GTP binding to wildtype human Rac1 | P63000 | GST-Rac1 beads, fluorescent GTP binding, flow cytometry; actives lie on both sides; 0 = cold GTP competed, 100 = untreated | GTP binding activity (% of control), % at 10 µM | 190,000 compounds, 0.27% hits | AID 757;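 active means GTP binding activity at least 20 points away from the 100% control level, either lower or higher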
Mcl1 Noxa PPI – disrupts binding of human Mcl-1 to Noxa peptide. Q07820. TR-FRET Mcl-1/Noxa peptide binding, 2 h. inhibition, % at 21.7 µM. 220,000 compounds, 1.5% hits. AID 1022;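 active means compounds that cut the protein-peptide binding signal by more than 50% relative to plate controls in a single-dose test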;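 further: His-tagged Mcl-1 with rhodamine Noxa BH3 peptide and terbium anti-His antibody; 0% = Mcl-1 plus Noxa peptide wells and 100% = peptide-only wells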
Target sequence (Q07820 whole entry, looked up): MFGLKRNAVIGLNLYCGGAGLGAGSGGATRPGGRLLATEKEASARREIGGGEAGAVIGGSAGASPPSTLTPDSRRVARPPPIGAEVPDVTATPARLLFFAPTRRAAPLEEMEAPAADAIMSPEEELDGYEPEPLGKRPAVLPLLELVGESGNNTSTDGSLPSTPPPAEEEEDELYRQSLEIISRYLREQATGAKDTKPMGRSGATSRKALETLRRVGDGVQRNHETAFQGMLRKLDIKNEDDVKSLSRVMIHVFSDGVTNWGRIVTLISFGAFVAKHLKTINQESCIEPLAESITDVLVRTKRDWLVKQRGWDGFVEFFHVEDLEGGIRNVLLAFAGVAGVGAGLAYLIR
Mcl1 Bid PPI – disrupts binding of human Mcl-1 to Bid peptide; inhibition, % at 21.7 µM; Q07820; TR-FRET Mcl-1/Bid-Dy647 peptide binding, 1536-well; AID 1021; 220,000 compounds, 0.97% hits;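 active means compounds that cut the binding signal by more than half at the single screening dose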;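 further: His-tagged Mcl-1 with europium anti-His antibody binding Bid BH3 peptide; 0% = Mcl-1 plus peptide wells and 100% = peptide-only wells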
Rab7 wt modul – alters GTP binding to wildtype dog Rab7 | GST-Rab7 beads, fluorescent GTP binding, flow cytometry; actives lie on both sides; untreated = 100%, excess cold GTP = 0% | GTP binding activity (percent of control), % at 10 µM | 190,000 compounds, 0.055% hits;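 active means fluorescent GTP binding to Rab7 beads changed by at least 20 points from the 100% baseline, either direction, mostly lower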;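 further: median green fluorescence of bound Bodipy-FL-GTP per Rab7 bead population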
Cdc42 wt GTP – changes GTP binding to wildtype human Cdc42; GST-Cdc42 beads, Bodipy-GTP binding, flow cytometry; actives lie on both sides; percent activity (GTP binding), % at 10 µM; 190,000 compounds, 0.2% hits; AID 761;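 active means percent activity GTP binding at least 20 points away from the 100% baseline, either down as inhibitor or up as activator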;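 further: median bead fluorescence of bound Bodipy-FL-GTP at 100 nM; 0% = excess unlabeled GTP control and 100% = no compound control; below 100% means less GTP binding so inhibitor and above means activator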
Target sequence (P60953 whole entry, looked up): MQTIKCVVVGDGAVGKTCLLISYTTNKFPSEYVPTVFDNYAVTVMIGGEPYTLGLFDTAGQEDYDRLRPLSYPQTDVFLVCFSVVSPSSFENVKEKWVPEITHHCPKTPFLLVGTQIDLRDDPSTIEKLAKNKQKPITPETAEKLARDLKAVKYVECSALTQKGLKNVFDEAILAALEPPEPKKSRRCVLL
Rac1 act GTP bind – modulators of GTP binding to human Rac1 activated mutant. P63000. GST-Rac1 activated beads, fluorescent GTP binding, flow cytometry; actives lie on both sides; 100% means binding = to untreated wells. percent activity (GTP binding), % at 10 µM. 190,000 compounds, 0.11% hits. AID 764;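 active means GTP binding at least 20 percentage points away from the 100% baseline, in either direction, so actives lie on both sides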
Avidin fluor – compound fluoresces at 488/530 nm on avidin beads | 220,000 compounds, 0.38% hits | AID 1775 | compound fluorescence 488/530 nm, flow cytometry; active compounds read high | fluorescence (KMESF) at 10 µM; in the data active means fluorescence above about 47; further: inactives centre near 10
Rab2 wt GTP – changes GTP binding to wildtype dog Rab2A, up or down. P61105. GST-Rab2 wt beads, Bodipy-GTP binding, flow cytometry. AID 760. GTP binding activity, % at 10 µM. 190,000 compounds, 0.19% hits;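 active means GTP binding activity at least 20 points away from 100%, either lowered or raised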;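 further: 0% = beads with excess unlabeled GTP and 100% = no-compound control corrected for plate trend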
The depositor's hits bear a star; nt = no result given.

no.	molecule	HRas wt GTP bind	GSH fluor	Pf gametocyte	Rac1 wt modul	Mcl1 Noxa PPI	Mcl1 Bid PPI
1	CCOC(=O)c1ccccc1NC(=O)CSc1nnnn1C1CCCCC1	98	12	nt	102	3	-4
2	Cc1ccc(S(=O)(=O)C2(C(=O)N3CCN(C4CCCCC4)CC3)CC2)cc1	105	21	-11	105	9	-10
3	Cc1ccc(N2C(=O)CSCC2=O)cc1	104	11	nt	102	10	5
4	Cc1ccc([N+](=O)[O-])cc1S(=O)(=O)Nc1ccccn1	102	24	nt	100	17	-8
5	CCn1c(C)c(C(C)=O)c(N2CCN(C(=O)c3ccco3)CC2)nc1=S	98	42	-1	97	-13	-33
6	O=[N+]([O-])c1ccc(/C=N/NC2=NS(=O)(=O)c3ccccc32)cc1	90	9	-4	84	13	-22
7	O=C(CSc1nnc(-c2ccccc2)n1C1CCCCC1)Nc1ccc(S(=O)(=O)Nc2ccccn2)cc1	100	14	nt	100	-7	-1
8	COc1ccc(C2SCCN2S(=O)(=O)c2ccccc2)cc1OC (stereo not given)	99	48	-16	100	3	-24
9	CC(C)n1nc(C(=O)Nc2nnc(SCc3c(Cl)cccc3Cl)s2)c2ccccc2c1=O	95	21	-13	93	0	0
10	Oc1ccc(NCc2ccccc2OCc2ccccc2)cc1	101	3	-6	105	42	-49

no.	Rab7 wt modul	Cdc42 wt GTP	Rac1 act GTP bind	Avidin fluor	Rab2 wt GTP
1	98	98	98	22	95
2	100	105	100	29	104
3	98	103	100	36	101
4	106	101	99	11	102
5	97	98	96	14	96
6	90	91	90	22	90
7	105	99	97	37	103
8	100	101	95	13	99
9	96	95	91	13	95
10	97	102	103	10	102

Other results follow:
no.	molecule	HRas wt GTP bind	GSH fluor	Pf gametocyte	Rac1 wt modul	Mcl1 Noxa PPI	Mcl1 Bid PPI
11	CCC(=O)N1C(C(=O)O)CSC1c1ccc(OC)cc1 (stereo not given)	97	28	nt	97	5	-1
12	COc1cc(C(=O)N2CC(C)OC(C)C2)c([N+](=O)[O-])cc1OC (stereo not given)	98	36	nt	97	6	2
13	CCOC(=O)N1CCN(C(=O)CCC2CCCC2)CC1	99	18	-9	98	5	-7
14	CCOC(=O)COc1cc(N)c(Cl)cc1Cl	98	10	-2	99	23	-6
15	CCCn1nc2cc(C(=O)NCC34CC5CC(CC(C5)C3)C4)ccc2c1OCC	101	21	15	103	18	-3
16	CCN(c1ccccc1)S(=O)(=O)c1ccc(OC)c(NC(=O)CNCCc2ccccc2)c1	93	9	-25	95	38	32
17	O=C(Cc1cccc2ccccc12)N/N=C/c1ccc(OC(=O)/C=C/c2ccco2)cc1	100	22	-18	107	28	-21
18	Cc1ccc(Oc2ccccc2/C=N/O)cc1	101	10	3	105	-12	4
19	O=C(NC1CCCC1)C(c1cccnc1)N(C(=O)c1csnn1)C1CCCC1 (stereo not given)	99	15	-3	100	4	-3
20	CC(C)(C)C(=O)N1CCC[C@@]1(CO)C(=O)O	100	16	nt	107	5	-29

no.	Rab7 wt modul	Cdc42 wt GTP	Rac1 act GTP bind	Avidin fluor	Rab2 wt GTP
11	94	98	97	8	98
12	99	98	96	8	99
13	108	100	97	10	102
14	95	96	99	11	98
15	100	100	100	26	99
16	94	92	95	8	95
17	101	103	99	24	101
18	97	102	101	35	101
19	98	100	100	3	95
20	101	104	100	12	102

Continuation:
no.	molecule	HRas wt GTP bind	GSH fluor	Pf gametocyte	Rac1 wt modul	Mcl1 Noxa PPI	Mcl1 Bid PPI
21	CCOC(=O)C(=O)c1c(-c2ccc(C)cc2)nc2ccccn12	100	11	1	101	24	-7
22	CC(C)(C)NC(=O)Nc1ccc(Br)cc1	97	15	-1	96	11	-47
23	CCSc1ccc2cc(OC)ccc2[n+]1CC	96	13	0	98	8	8
24	CCOC(=O)c1c(NC(=O)COC(=O)c2ccncc2)sc(C)c1C	99	12	-2	102	9	-2
25	Cc1ccc(CC(=O)NCc2ccc(Cl)cc2)cc1	99	18	10	97	8	-11
26	CC1CCCC(NC(=S)NC(=O)c2cncc(Br)c2)C1C (stereo not given)	101	3	10	106	17	-36
27	Cc1ccc(OCC(=O)N/N=C/c2cn(Cc3ccccc3)c3ccccc23)cc1	97	15	5	99	-20	-119
28	COc1ccc(S(=O)(=O)Nc2ccccc2SC)cc1C	105	24	3	104	8	-22
29	O=C(CCC1CCCCC1)NCCN1C2=NC[C@@H](Cc3ccccc3)N2C[C@H]1Cc1ccc(O)cc1	95	20	-5	94	15	-9
30	N#Cc1c2n(c3c(=S)nc[nH]c13)CCCCC2	102	30	-47	101	13	-57

no.	Rab7 wt modul	Cdc42 wt GTP	Rac1 act GTP bind	Avidin fluor	Rab2 wt GTP
21	103	99	98	13	101
22	97	99	94	8	95
23	97	95	97	11	94
24	101	102	97	9	100
25	102	96	96	8	99
26	101	100	100	13	98
27	96	99	96	12	95
28	99	105	101	12	104
29	93	97	98	7	95
30	103	101	98	12	101

Remaining list, next part
no.	molecule	HRas wt GTP bind	GSH fluor	Pf gametocyte	Rac1 wt modul	Mcl1 Noxa PPI	Mcl1 Bid PPI
31	COc1ccc(S(=O)(=O)Nc2ccc(C(F)(F)F)cc2)cc1OC	101	44	0	102	3	-8
32	COC(=O)C1=C(C)NC(C)=C(C(=O)OC)C1c1ccccc1OCc1c(C)no[n+]1[O-]	105	19	nt	104	-6	-28
33	CCOC(=O)C(NC(C)=O)(N1CCc2ccccc2C1)C(F)(F)F (stereo not given)	101	32	nt	108	29	22
34	Cc1ccnc2nc(C(=O)Nc3nccs3)nn12	103	253*	7	114	-5	-44
35	CC1CCCCC12NC(=O)N(CC(=O)Nc1ccccc1-c1ccccc1)C2=O (stereo not given)	96	10	-35	97	11	-31
36	Cc1ccc(S(=O)(=O)n2nc(C)cc2C)cc1	100	68	12	101	14	0
37	CCN1CCN(CCNC(=O)C2CCCN(Cc3nc(-c4cccc(Cl)c4)oc3C)C2)CC1 (stereo not given)	102	16	nt	102	8	-10
38	O=C(C1CCC1)N1CCc2cc(S(=O)(=O)NCc3ccccn3)ccc21	99	26	nt	103	-6	-32
39	COc1cc(OC)cc(C(=O)Nc2nnc(Cc3ccc(OC)c(OC)c3)s2)c1	95	20	13	102	13	-31
40	CCOc1cc(N2CCOCC2)c(OCC)cc1NC(=O)CSc1n[nH]c(N)n1	99	12	3	100	7	-28

no.	Rab7 wt modul	Cdc42 wt GTP	Rac1 act GTP bind	Avidin fluor	Rab2 wt GTP
31	102	106	94	11	98
32	100	107	101	7	104
33	97	106	101	7	99
34	102	104	100	6	103
35	94	94	96	9	95
36	99	100	99	1	100
37	101	102	99	23	99
38	99	102	101	14	101
39	89	97	96	7	95
40	95	101	97	6	99

Next part; it opens with the 2 that closed the last part.
no.	molecule	HRas wt GTP bind	GSH fluor	Pf gametocyte	Rac1 wt modul	Mcl1 Noxa PPI	Mcl1 Bid PPI
39	COc1cc(OC)cc(C(=O)Nc2nnc(Cc3ccc(OC)c(OC)c3)s2)c1	95	20	13	102	13	-31
40	CCOc1cc(N2CCOCC2)c(OCC)cc1NC(=O)CSc1n[nH]c(N)n1	99	12	3	100	7	-28
41	N#Cc1c(SCC(N)=O)nc(-c2ccccc2)c2c1CCCC2	94	24	nt	94	17	9
42	CCOc1ccc(N(CC(=O)OC)S(=O)(=O)c2ccc(OC)c(OC)c2)cc1	103	7	nt	107	-3	-21
43	O=C(NCCn1ccc2ccccc21)c1ccc(S(=O)(=O)N2CCOCC2)cc1	103	13	nt	105	7	-34
44	O=C(c1cc(-c2ccccc2)nc2ccccc12)N1CCN(c2ccccn2)CC1	95	30	11	99	-5	-10
45	O=C(CNC(=O)c1cccc(Br)c1)N/N=C/c1ccc[nH]1	92	28	-49	95	6	-43
46	COC(=O)[C@@]1(Cc2ccc(F)cc2)[C@H]2c3cc(C(=O)N4CCCC4)n(Cc4ccc(C(F)(F)F)nc4)c3C[C@H]2CN1C(=O)c1ccccc1	102	18	2	108	13	-2
47	O=C(Nc1ccc2c(c1)OCO2)c1cccc(F)c1	96	26	nt	94	1	0
48	O=C1NC(=Nc2ccc(O)cc2)S/C1=C/c1ccco1	93	10	13	95	47	-4
49	OCCC1CN(CC(c2ccccc2)c2ccccc2)CCN1C1CCCC1 (stereo not given)	97	10	nt	102	13	-36
50	Cc1cccc(N2CCN(Cc3ccoc3)CC2)c1C	104	16	nt	112	36	22
51	C[C@H](NC(=O)c1ccco1)C(=O)Nc1cccc([N+](=O)[O-])c1	96	22	7	97	3	-3

no.	Rab7 wt modul	Cdc42 wt GTP	Rac1 act GTP bind	Avidin fluor	Rab2 wt GTP
39	89	97	96	7	95
40	95	101	97	6	99
41	97	94	92	6	94
42	107	104	96	12	103
43	100	103	100	7	102
44	97	97	97	0	99
45	94	97	97	24	97
46	105	100	100	10	101
47	96	98	95	14	97
48	94	95	93	10	93
49	99	99	98	9	98
50	98	109	102	16	101
51	93	95	98	25	95
